# AddAB inh – less growth of phage-infected E. coli with AddAB; AID 435030; E. coli expressing H. pylori AddAB, absorbance growth; inhibition, % at 11.9 µM; hit rate 0.29% among 330,000; in the data active means inhibition above about 12%;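 further: 0% = vehicle wells of infected cells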
# PKA-R2B activ – activates the human PKA-R2B holoenzyme complex; P22694+P31323; PKA-R2B holoenzyme dissociation, Cy5-IP20 fluorescence polarization; R2B truncated from residue 108, S112A mutant; 0% DMSO only, 100% 113 µM cGMP; activation, % at 11.4 µM; hit rate 0.079% among 340,000; AID 504700;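 active means activation above a cutoff set at the mean over all compounds plus 3 SD, cut at about 18% in these data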;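 further: higher means more holoenzyme dissociation and a rise in polarization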
# Target sequence (P31323 whole entry, looked up, other chains not shown, the tested form may be a part): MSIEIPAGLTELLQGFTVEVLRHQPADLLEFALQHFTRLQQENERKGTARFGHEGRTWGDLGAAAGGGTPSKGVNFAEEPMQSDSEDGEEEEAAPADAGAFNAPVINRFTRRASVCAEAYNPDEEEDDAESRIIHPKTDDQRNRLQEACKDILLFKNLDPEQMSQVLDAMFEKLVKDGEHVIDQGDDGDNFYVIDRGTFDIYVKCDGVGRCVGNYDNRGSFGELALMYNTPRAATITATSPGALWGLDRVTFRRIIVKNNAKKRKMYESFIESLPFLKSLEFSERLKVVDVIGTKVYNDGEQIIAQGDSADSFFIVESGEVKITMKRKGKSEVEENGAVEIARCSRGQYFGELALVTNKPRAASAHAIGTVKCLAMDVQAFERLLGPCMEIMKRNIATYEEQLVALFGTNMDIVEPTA
# HTR5A inv ag – inverse agonist of human HTR5A in OPRM1-OPRD1 counter-screen | P47898 | HTR5A cell line, luminescence, inverse agonism | inhibition, % at 9.3 µM | hit rate 0.083% among 340,000 | AID 504634; in the data active means inhibition mostly above about 23%, no sharp cut-off; inactive means mostly below about 18%;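 further: 0% = cells with DMSO and 100% = no-cell wells with DMSO; some compounds called inactive have numbers as strong as hits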
# HTR5A ag ctr – counter-screen for OPRM1-OPRD1 agonists: human HTR5A agonism; P47898; HTR5A agonist assay, luminescence, cell-based; activation, % at 9.3 µM; hit rate 0.61% among 340,000; AID 504692; in the data active means activation mostly above about 9.5%, no sharp cut-off; inactive means mostly below about 7.6%;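 further: 0% = cells with vehicle only and 100% = reference agonist; strong numbers were not always called active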
# phage Ecoli inh – E. coli growth loss with phage present; growth absorbance; inhibition, % at 11.9 µM; hit rate 0.26% among 360,000; AID 651602; in the data active means inhibition above about 11%
# E coli growth – counter-screen for AddAB inhibitors: E. coli growth inhibition; E. coli V3065 growth, OD600 absorbance, 18 h; inhibition, % at 11.9 µM; hit rate 0.27% among 330,000; AID 449728;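 active means inhibition above the campaign's mean inhibition across all tested compounds plus 3 SD, cut at about 9.9% in these data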;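 further: uninfected addAB+ strain grown without phage in ampicillin broth; 0% = DMSO wells and 100% = ciprofloxacin 0.95 µg/ml wells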
# DAGLB inhibitor – diacylglycerol lipase beta (human) inhibition. hit rate 0.059% among 340,000. HEK293T DAGLB membrane lysate, EnzChek fluorogenic substrate. inhibition, % at 5.17 µM. AID 504411; in the data active means inhibition above about 34%;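 further: 0% = enzyme with vehicle and 100% = wells lacking enzyme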
# Target sequence (Q8NCG7 whole entry, looked up): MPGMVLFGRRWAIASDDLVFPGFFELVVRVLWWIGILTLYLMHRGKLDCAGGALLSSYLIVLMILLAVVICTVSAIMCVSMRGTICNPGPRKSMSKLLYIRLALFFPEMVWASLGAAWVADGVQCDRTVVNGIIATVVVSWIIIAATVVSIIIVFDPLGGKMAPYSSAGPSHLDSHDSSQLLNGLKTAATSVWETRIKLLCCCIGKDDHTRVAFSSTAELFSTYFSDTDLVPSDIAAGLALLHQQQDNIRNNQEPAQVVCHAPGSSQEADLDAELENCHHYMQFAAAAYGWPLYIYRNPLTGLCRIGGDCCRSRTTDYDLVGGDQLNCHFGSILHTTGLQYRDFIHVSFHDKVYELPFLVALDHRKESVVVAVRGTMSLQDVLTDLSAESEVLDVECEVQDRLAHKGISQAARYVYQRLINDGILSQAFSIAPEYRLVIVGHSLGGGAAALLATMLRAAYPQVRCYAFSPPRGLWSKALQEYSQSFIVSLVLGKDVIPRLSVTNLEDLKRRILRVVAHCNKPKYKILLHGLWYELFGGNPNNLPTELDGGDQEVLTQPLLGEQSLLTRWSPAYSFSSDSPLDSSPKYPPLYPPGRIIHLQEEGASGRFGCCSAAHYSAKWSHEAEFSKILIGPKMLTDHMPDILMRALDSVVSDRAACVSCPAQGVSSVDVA
# Mot1-301 SUMO – inhibitors of SUMOylation pathway: yeast Mot1-301 growth rescue | S. cerevisiae Mot1-301 growth rescue, ATP luminescence, 38.5C; percent above DMSO median, 100 means doubled | growth rescue, % at 18.8 µM | hit rate 1% among 320,000 | AID 2716;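 active means every valid replicate shows activation above 250% relative to neutral control wells; inactive means the rest, any valid replicate at or below 250%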;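 further: OY570 slx delta 5 strain wells were the positive control but not used for scaling; some compounds called inactive have numbers as strong as hits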
# Tat transport – E. coli Tat transport inhibition | E. coli MC4100 TorA-mCherry Tat export, fluorescence | inhibition, % at 10 µM | hit rate 0.036% among 340,000 | AID 488895;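 active means mean replicate inhibition at least 50% and at least half of replicates individually reaching 50%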;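 further: exported cargo escapes ClpAP degradation while cytoplasmic cargo is degraded and loses fluorescence; 0% = median of neutral control wells and 100% = median of NaSCN control wells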
# PKA-R1A activ – PKA-R1A complex activation. P00514+P68181. PKA-R1A dissociation, Cy5-IP20 fluorescence polarization; scaled: DMSO 0%, 113 µM cGMP 100%. activation, % at 11.4 µM. hit rate 0.083% among 340,000. AID 504707;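 active means percent activation above the mean of all tested compounds plus 3 SD, cut at about 19% in these data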;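 further: higher means more PKAc released from R1A so a rise in polarization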
# CDK5 p35 inh – CDK5/p35 (human) kinase inhibition | Recombinant CDK5/p35, ADP-Glo luminescence, 60 min | inhibition, % at 10 µM | hit rate 0.01% among 330,000 | AID 488839 | Q00535+Q15078;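 active means highest replicate inhibition of at least 50% and at least 75% of replicates reaching 50%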;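 further: plate controls were DMSO neutral control for no effect and GW8510 at 10 µM for full effect; many of its hits are not listed in these tables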
# The depositor's hits bear a star; nt = not tested or not shown.
SMILES,AddAB inh,PKA-R2B activ,HTR5A inv ag,HTR5A ag ctr,phage Ecoli inh,E coli growth,DAGLB inhibitor,Mot1-301 SUMO,Tat transport,PKA-R1A activ,CDK5 p35 inh
Cc1noc(C)c1CSCC(=O)N(C)CC(=O)Nc1ccc(Cl)c(C(F)(F)F)c1,-0.7,-7,2,4,0.8,-0.1,3,-21,-7,-5,0.9
COc1ccc(OC)c(S(=O)(=O)Nc2ccc(-c3ccc4nnc(C)n4n3)cc2)c1,-1.7,-12,-1,0,1.0,-0.5,6,-3,-3,-8,0.7
Cc1sc(-c2ccncc2)nc1OC(=O)c1ccc(Cl)cc1,2.1,-10,-8,-6,-0.4,0.1,-1,301,0,-1,0.0
O=C(O)/C=C/c1cccc(NC(=O)c2ccccc2)c1,-0.1,2,12,-4,1.8,-2.5,1,-15,5,1,-2.8
Cc1ccccc1C(=O)NC1CCN(Cc2nnnn2C2CCCC2)CC1,0.7,-9,-21,8,2.8,-0.5,-6,nt,-10,-5,-0.4
CSc1nsc(SCC(=O)Nc2ccc(Cl)c(C(=O)O)c2)n1,2.3,-13,-15,5,1.4,1.3,0,-12,3,-3,0.4
c1ccc(C2NCCNC2c2ccccc2)cc1 (stereo not given),nt,-8,-9,2,0.5,nt,-1,nt,-2,10,0.8
COCCCN1CN(Cc2ccccc2)CNC1=S,-0.9,-11,9,-3,4.2,-0.3,-2,-2,8,1,2.5
CCNc1nc(NCC)n2c(SCC(=O)NC34CC5CC(CC(C5)C3)C4)nnc2n1,6.1,-4,-3,-3,2.9,-0.6,4,-7,1,4,-1.6
Cc1cnc(C)c(N2CCN(C(=O)C3CCC(=O)N(CCc4cccc(F)c4)C3)CC2)n1 (stereo not given),-0.6,12,13,-3,0.9,0.6,-1,-16,-4,-8,0.4
COC(=O)c1ccc(NC(=O)CCN2C(=O)NC(C)(C)C2=O)cc1,4.7,5,4,6,3.6,-0.2,-3,2,-4,-4,-1.9
Cc1ccc(Cn2ncc3c(N4CCN(Cc5ccc(Cl)cc5)CC4)ncnc32)cc1,-0.3,-10,6,3,1.9,-2.9,-8,21,4,-15,-2.6
C=CCn1c(COc2ccc(OC)cc2)nnc1SCn1nnc2ccccc2c1=O,3.4,4,-5,2,4.3,0.2,0,-3,-8,-6,0.2
CCCCOc1ccc(/C=C/C(=O)NC2=Nc3ccccc3NC(C)=C2C(=O)OCC)cc1OC,0.6,-3,0,0,4.0,0.9,1,10,-7,-8,2.5
Cc1ccc(C)c(NC(=O)CN(C)C(=O)c2ccc3[nH]c4c(c3c2)CC(C)CC4)c1 (stereo not given),-1.4,-15,1,0,3.2,-1.6,0,187,3,5,-1.6
O=C(O)c1cccc(-c2nnn(Cc3ccccc3Cl)n2)c1,1.1,-9,-3,2,2.4,-0.6,-1,5,3,-8,-1.4
Cc1c(Cl)cccc1NC(=O)CNC(=O)C1CC(=O)N(C2CCCC2)C1 (stereo not given),0.8,-1,-4,-4,1.6,0.9,-2,-9,0,13,-0.3
COc1ccc(C2CC(c3cccc(Cl)c3)=NN2c2ccc(S(N)(=O)=O)cc2)cc1 (stereo not given),2.0,5,-9,3,1.8,2.9,1,nt,20,-5,2.4
Nc1nnnn1/N=C/c1cccc(O)c1,2.1,1,10,2,1.6,-0.3,2,-7,3,-16,-0.1
CNC(=S)NC12CC3CC(CC(C3)C1)C2,-0.7,7,-2,1,0.6,1.4,3,nt,3,-2,-5.1
COc1ccc(/C=C2\SC(=O)N(CCNC(=O)Cn3cnnn3)C2=O)cc1,0.4,-12,8,0,nt,-1.4,-2,-1,11,-11,0.8
O=C(c1ccccc1)N(Cc1nc2ccccc2c(=O)[nH]1)C1CCCC1,4.7,15,-1,0,3.7,2.6,1,8,-5,9,-1.3
O=C(CSc1nc(C2CC2)nc2ccccc12)Nc1ccc2c(c1)OCCO2,-0.2,-3,10,-4,2.1,-0.2,-16,nt,-7,-5,0.3
CCOc1cc(/C=N/NC(=O)C(=O)NCc2ccc3c(c2)OCO3)ccc1OCC(=O)N1CCOCC1,1.5,-5,-15,0,1.6,-2.6,1,-12,0,2,0.7
COC(=O)c1ccc(-n2nnnc2SCC(=O)Nc2cc(OC)ccc2OC)cc1,2.4,3,-4,2,3.1,-0.1,2,6,2,-10,0.0
COc1cccc2c1cc1c(=O)n(CC(=O)N3CCCCCC3)nc(C)n12,2.2,5,3,-7,0.9,-0.2,2,-13,1,-15,0.1
CC(=O)c1ccc2c(ccc3ccccc32)c1,3.2,-2,-7,3,2.4,1.0,-9,-2,2,1,1.0
Cn1ncnc1SCc1cn2cccnc2n1,2.9,-6,-1,0,0.8,-1.3,1,-14,1,8,-5.3
CCCCNC(=O)c1c(C)cc(=O)oc1C,1.1,7,-10,-1,0.3,1.6,-1,0,4,-8,2.3
CN=C(Nc1ccc(C(=O)OC)s1)c1ccccc1,2.4,6,-3,-9,4.0,1.9,-3,4,7,-2,-3.4
CCOC(=O)C1=C(C)NC(C)=C(C(=O)OCC)C1C(=O)OCC(=O)NC(C)c1ccccc1 (stereo not given),nt,10,-2,1,1.1,nt,1,nt,10,2,-0.1
COc1cccc(NC(=O)c2ccccc2C(F)(F)F)c1,-0.1,-3,-57,10,5.1,-1.0,1,-23,-1,11,-0.5
COC(=O)Cc1c(C(=O)OC)nnn1-c1cccc(C(F)(F)F)c1,3.0,-4,9,2,1.5,-0.2,-1,-7,-2,-11,-0.4
O=C(Cc1cccs1)Nc1ccon1,-0.2,-5,-17,0,-1.6,-0.3,0,-6,-6,-5,-0.4
O=C(CNC(=O)c1cccc(OC(F)F)c1)OCC(=O)c1ccccc1,2.5,-16,-38,6,-1.1,1.6,1,-2,-7,-4,2.2
O=S(=O)(c1ccc(S(=O)(=O)N2CCCN(Cc3ccccc3)C2)cc1)N1CCCCCC1,0.7,-5,-4,15*,2.1,1.5,-4,11,-4,-2,-0.2
O=C(c1cc(F)c(F)c(F)c1F)N1CCN(Cc2ccc3c(c2)OCO3)CC1,-2.5,-5,9,-2,2.4,-3.1,-2,-5,7,-11,-0.8
CC(C)(C)OC(=O)N[C@@H](Cc1ccccc1)c1nnc(SCC(=O)c2ccc(Cl)cc2)o1,-0.6,-9,-26,-1,1.3,-1.4,1,-4,-8,-2,-1.6
COc1ccc(NC(=O)c2nn(C34CC5CC(CC(C5)C3)C4)cc2[N+](=O)[O-])cc1,2.7,-4,-17,7,4.7,2.8,-1,71,-3,6,2.4
c1ccc(-c2ccc(-c3ccncn3)cc2)cc1,-1.7,-17,-30,6,2.5,0.2,-2,14,6,-7,-2.9
COc1ccc(-c2n[nH]c3c2CN(C(=O)c2ccc(F)cc2)CC3)cc1,1.3,-12,-1,0,0.0,0.1,-2,0,3,-8,-3.6
CC(=O)NCCC1CCN(C(=O)C2CCC(=O)N(C3CCCC3)C2)CC1 (stereo not given),4.0,-2,-9,2,1.3,1.3,-4,3,5,-3,1.7
O=[N+]([O-])c1ccc(CS(=O)(=O)c2ncn[nH]2)cc1,1.4,11,-7,2,0.5,-1.4,0,176,5,1,-2.2
CC(C)(C)c1ccc(-c2noc(C(=O)NN)n2)cc1,-4.0,-10,-28,-3,2.2,-2.6,-4,-10,-3,3,2.2
CCCCC(=O)NC(=S)Nc1nnn(CCC)n1,3.4,2,30,-7,2.5,-0.5,-4,-2,9,3,3.6
C/C(CC(=O)Nc1ccc2c(c1)OCCO2)=N\NC(=O)COc1ccc(C)cc1,-0.1,-3,6,2,0.9,-0.8,-8,-10,5,-2,-0.8
COc1ccc(-c2cc(C(=O)Nc3cc(C)on3)c3ccccc3n2)c(OC)c1,5.1,-11,-11,8,-0.5,-1.9,-6,-9,-2,-5,1.1
COc1cc2c(C(=O)N3CCN(c4ccccc4C)CC3)c(C)oc2cc1Br,0.0,-4,20,-4,2.4,0.0,-1,130,15,-11,1.9
C=CCN(CC=C)CC(=O)Nn1c(C)ccc1C,nt,-15,11,-3,3.4,nt,-2,nt,3,3,0.5
CCN1CCN(C(c2cc3cccc(C)c3[nH]c2=O)c2nnnn2Cc2ccccc2)CC1 (stereo not given),0.7,10,-14,5,3.1,-1.0,2,55,-2,1,0.8

# (listing goes on)
SMILES,AddAB inh,PKA-R2B activ,HTR5A inv ag,HTR5A ag ctr,phage Ecoli inh,E coli growth,DAGLB inhibitor,Mot1-301 SUMO,Tat transport,PKA-R1A activ,CDK5 p35 inh
CN(C)c1nc(N)c([N+](=O)[O-])c(N2CCCCCC2)n1,-0.7,2,-16,4,-0.4,0.7,1,12,-3,0,2.1
CC1CCCCC12NC(=O)N(CC(=O)OCc1ccccc1F)C2=O (stereo not given),-2.8,1,-8,2,2.1,-1.8,2,4,7,-6,-2.0
c1ccc(N2CCN(CC3CCCCC3)CC2)cc1,nt,2,-3,1,3.3,nt,-1,5,10,3,-7.7
CCn1ccnc1CNC(=O)CC1C(=O)NCCN1Cc1ccc(OC)cc1OC (stereo not given),1.7,-9,-30,10,-0.3,0.8,-1,-29,-2,-15,-1.7
O=C(NCCc1ccccc1)C1CCCN1C(=O)Nc1ccc(F)cc1 (stereo not given),-0.2,7,21,-1,0.3,0.2,1,-4,5,2,3.5
COc1cccc(-c2nn(C)c3sc(C(=O)NCc4ccco4)cc23)c1,-0.5,-9,-3,1,1.1,-1.5,-2,-4,2,-2,-0.1
O=C(CCCn1c(=S)[nH]c2ccsc2c1=O)NCc1ccco1,-0.6,10,2,0,0.1,-2.5,3,-16,7,-3,-2.5
CCOC(=O)C1CCN(C(=O)c2cccc(S(=O)(=O)N3CCCc4ccccc43)c2)CC1,nt,2,12,1,-0.4,nt,-1,nt,4,-6,-0.7
CCn1c(SCc2ccc(C)cc2)nnc1C1CCN(S(=O)(=O)c2ccc(OC)cc2)CC1,0.8,3,-6,2,0.9,-0.6,-3,55,13,3,-0.6
COc1ccc(C(=O)OCC(=O)Nc2sccc2C(N)=O)cc1[N+](=O)[O-],1.9,-4,7,5,0.8,0.0,0,2,4,-1,-0.2
Cc1ccc2[nH]c(=O)c(C(c3nnnn3CC3CCCO3)N3CCCc4ccccc43)cc2c1 (stereo not given),4.1,-4,-2,2,0.9,-4.1,1,-4,-2,-20,-2.6
CC1CCCCC1NC(=O)CCn1ccc2cc(S(=O)(=O)N3CCCC3)ccc21 (stereo not given),2.7,3,-1,2,nt,-1.0,-4,9,-3,11,-2.1
Cn1c(SCC(=O)NC2CCCC2)nc2cccnc21,-0.8,-9,1,2,2.1,-0.2,2,4,-4,-10,0.0

# Full records as entered above.
# CC1CCCCC1NC(=O)CCn1ccc2cc(S(=O)(=O)N3CCCC3)ccc21 (stereo not given) in the list: AddAB inh = 2.7; PKA-R2B activ = 3; HTR5A inv ag = -1; HTR5A ag ctr = 2; phage Ecoli inh = nt; E coli growth = -1.0; DAGLB inhibitor = -4; Mot1-301 SUMO = 9; Tat transport = -3; PKA-R1A activ = 11; CDK5 p35 inh = -2.1
# CCOC(=O)C1CCN(C(=O)c2cccc(S(=O)(=O)N3CCCc4ccccc43)c2)CC1 in the list: AddAB inh = nt; PKA-R2B activ = 2; HTR5A inv ag = 12; HTR5A ag ctr = 1; phage Ecoli inh = -0.4; E coli growth = nt; DAGLB inhibitor = -1; Mot1-301 SUMO = nt; Tat transport = 4; PKA-R1A activ = -6; CDK5 p35 inh = -0.7

# An unsorted share of the library. About 2.3% of those tested had a hit in this group.
